# Mtb FBA inh: inhibits M. tuberculosis FBA enzyme; purified M. tuberculosis FBA, fluorescence read-out; inhibition, % at 1 µM; P9WQA3; 2.3% of 360,000 active; AID 588726; in the data active means inhibition above about 27%;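 further: 0% = vehicle and 100% = reference inhibitor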
# PriA SSB inh: inhibitors of Klebsiella pneumoniae PriA binding to SSB C-terminal tail. AlphaScreen SSBct-PriA binding, biotinylated peptide. inhibition, % at 33 µM. 0.6% of 430,000 active. AID 1272365; in the data active means inhibition mostly above about 37%, no sharp cut-off; inactive means mostly below about 20%;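 further: plate controls were negative control peptide for no effect and reference peptide for full effect; strong numbers were not always called active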
# GDH-TPI counter: inhibits GDH-TPI coupling enzymes, artifact for Mtb FBA screen | inhibition, % at 4.8 µM | GDH-TPI coupled enzyme counterscreen, NADH absorbance | AID 588335 | 1.2% of 360,000 active; in the data active means inhibition above about 30%;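 further: 0% = DMSO wells and 100% = wells lacking the enzyme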
# Rv3671c protease: inhibitors of M. tuberculosis serine protease Rv3671c. 0.048% of 320,000 active. P9WHR9. inhibition, % at 5.96 µM; in the data active means inhibition above about 38%;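 further: extracellular domain of Rv3671c used as enzyme; 0% = enzyme with DMSO and 100% = no enzyme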
# Target sequence (P9WHR9 whole entry, looked up, the tested form may be a part): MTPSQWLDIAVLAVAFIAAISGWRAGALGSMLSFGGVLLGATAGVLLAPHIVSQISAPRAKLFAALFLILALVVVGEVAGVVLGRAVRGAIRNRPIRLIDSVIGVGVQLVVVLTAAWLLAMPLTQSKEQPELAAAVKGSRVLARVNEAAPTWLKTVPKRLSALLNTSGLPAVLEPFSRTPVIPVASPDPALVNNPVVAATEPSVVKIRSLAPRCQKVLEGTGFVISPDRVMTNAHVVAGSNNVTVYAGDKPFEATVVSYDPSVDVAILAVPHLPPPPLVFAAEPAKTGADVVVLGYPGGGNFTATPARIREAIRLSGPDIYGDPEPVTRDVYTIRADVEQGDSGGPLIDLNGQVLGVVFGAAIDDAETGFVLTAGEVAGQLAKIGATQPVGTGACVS
# BioA inh: inhibitors of Mycobacterium tuberculosis BioA enzyme; purified M. tuberculosis BioA enzyme, plate reader; inhibition, % at 9.99 µM; 0.096% of 360,000 active; in the data active means inhibition above about 40%
# MazEF act: MazEF (E. coli) toxin RNase activation. activation, % at 20 µM. 0.32% of 350,000 active. FAM/BHQ RNA-DNA oligo cleavage fluorescence, 5 h. P0AE70; in the data active means activation above about 50%
# Target sequence (P0AE70 whole entry, looked up): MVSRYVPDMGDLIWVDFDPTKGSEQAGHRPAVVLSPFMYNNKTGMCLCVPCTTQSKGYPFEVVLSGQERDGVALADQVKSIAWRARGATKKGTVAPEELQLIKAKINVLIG
# Vc quorum ag: quorum light induction in luxS cqsA deficient V. cholerae | 0.16% of 350,000 active | AID 588436 | V. cholerae BH1578 lux reporter, luminescence, 6 h | activation, % at 18.7 µM; in the data active means activation mostly above about 9.7%, no sharp cut-off; further: not every result past the cut was called active; inactives centre near 0; reference of the scale not given here
# SARS 3CLpro inh: SARS-CoV 3CLpro protease inhibition. inhibition, % at 6 µM. recombinant SARS-CoV 3CLpro, quenched FRET peptide cleavage. 0.14% of 290,000 active. AID 1706; in the data active means inhibition above about 12%
# UGM FP inh: blocks M. tuberculosis UGM enzyme. purified UGM, fluorescence polarization probe displacement. inhibition, % at 10 µM. 0.06% of 320,000 active; in the data active means inhibition above about 10%, passing the limit was not always enough
# VHR inh abs: inhibitors of human VHR1 phosphatase (DUSP3); AID 1654; 0.52% of 290,000 active; P51452; recombinant VHR phosphatase, pNPP absorbance; inhibition, % at 13.3 µM; in the data active means inhibition above about 50%; further: some compounds called inactive have numbers as strong as hits
# Target sequence (P51452 whole entry, looked up): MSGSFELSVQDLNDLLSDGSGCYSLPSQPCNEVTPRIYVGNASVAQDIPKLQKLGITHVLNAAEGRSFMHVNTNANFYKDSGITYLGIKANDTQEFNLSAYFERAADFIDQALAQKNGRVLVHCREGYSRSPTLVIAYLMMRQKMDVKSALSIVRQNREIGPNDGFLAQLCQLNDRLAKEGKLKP
# Numbers without * were called inactive; i = inactive; nt = no result given; + = active, no number; & = joins results of further samples. Some of the compounds tested (hit frequency here may not be typical).
SMILES,Mtb FBA inh,PriA SSB inh,GDH-TPI counter,Rv3671c protease,BioA inh,MazEF act,Vc quorum ag,SARS 3CLpro inh,UGM FP inh,VHR inh abs
Cc1cc(C)n2nc(SCC(=O)N3CCN(c4ccccc4)CC3)nc2n1,0,-8,2,1,nt,7,nt,nt,0.0,nt
O=C(Nc1nnc(C2CCCCC2)s1)C1CC(=O)N(c2ccc(F)cc2)C1 (configuration not stated),0,-9,-3,-1,-0.2,6,-0.3,7,-0.9,34
O=C(c1ccc(N2CC3CC(C2)c2cccc(=O)n2C3)c([N+](=O)[O-])c1)N1CCCCC1 (configuration not stated),4,-4,1,-4,nt,4,7.1,6,1.3,17
CC1CCN(C2(O)C(=O)Nc3ccc(Cl)cc32)CC1 (configuration not stated),0,6,7,8,-0.5,8,-0.3,3,0.4,10
CCOC(=O)c1ccc(N=Cc2c(O)c3ccccc3oc2=O)cc1,1,-6,1,-4,nt,-9,-0.5,4,0.8,34
O=C(CN1CCN(C(=O)CCC(=O)N2CCC(c3ccccc3)=N2)CC1)Nc1ccc(F)cc1,2,-3,4,nt,1.7,-5,1.7,nt,nt,nt
CCOC(=O)C1(Cc2ccccc2C)CCCN(C(=O)c2ccc(C(C)=O)s2)C1 (configuration not stated),-1,nt,7,nt,21,-4,i,nt,nt,nt
Nc1n[nH]c(=S)n1-c1ccc(Cl)cc1,3,-21,3,-18,-0.9,-12,i,-3,-1.2,21
O=C(c1cccnc1)N(Cc1ccccc1)C(=O)c1cccnc1,-3,-14,-1,nt,0.0,12,3.3,nt,nt,nt
Cc1ccc(-c2cc(C)nc3nc(N)nn23)cc1,83*,-6,17,4,0.8,7,-0.2,5,2.4,19
COc1ccc(C(=O)Nc2nc3ccc(S(C)(=O)=O)cc3s2)cc1,7,-19,26,-19,-0.6,7,nt,3,-0.8,-4
O=C(NCC(c1ccco1)N1CCc2ccccc2C1)C(=O)Nc1cc(F)ccc1F (configuration not stated),-3,-1,0,-7,-1.5,-3,i,nt,0.1,nt
COc1ccc(SN=C2C(C)=CC(=O)C=C2C)cc1,-1,-1,2,0,-0.5,0,i,-3,1.3,11
Cc1nc2ccccc2cc1OCc1ccc(F)cc1,0,-60,-3,-2,nt,8,-0.3,-5,0.2,14
O=C(Cc1cccc2ccccc12)Nc1ccc(-c2cc3ccccc3oc2=O)cc1,53*,4,22,-23,-2.2,-6,-0.4,2,1.0,2
Cn1c(O)c(C=NCCCCCCCCCCC(=O)O)c(=O)n(C)c1=O,0,0,19,4,-1.4,-4,-0.2,1,0.3,4
N#Cc1ccccc1S(=O)(=O)N1CCN(C(=O)C2CC(=O)N(c3ccc4c(c3)OCCO4)C2)CC1 (configuration not stated),-1,1,9,0,-1.0,5,-6.2,nt,0.6,nt
Cc1c(Cl)cccc1NC(=O)Cn1c(CCC(=O)O)ccc1-c1ccc(Cl)cc1,1,-1,10,2,-0.4,-28,-2.1,3,0.4,-6
CCN(CCC(=O)Nc1ccc(Br)c(C)c1)Cc1ccccc1,5,-2,-7,6,-0.9,-2,0.3,-3,-0.2,19
CCCN(CCC)CCCNS(=O)(=O)c1ccc2c(c1)oc(=O)n2C,-2,2,5,0,-0.4,-4,i,1,-1.9,16
Cc1ccc2nc(SCC(=O)c3ccc4c(c3)NC(=O)CO4)[nH]c2c1,-2,4,-4,-29,nt,6,2.8,-2,3.8,5
CCOc1ccc(S(=O)(=O)Nc2ccccn2)c2ccccc12,0,-7,0,2,-0.6,20,i,-1,-1.8,9
O=S(=O)(NCc1cccnc1)c1cccs1,1,-14,6,3,-1.3,5,i,3,-1.1,15
COc1cccc(NC(=O)COc2ccc(C)cc2)c1,1,-12,-4,8,0.4,2,0.5,-1,-1.5,4
COc1ccc(-n2c(=O)[nH]cc(C(=O)Nc3ccc4c(c3)OCCO4)c2=O)cc1OC,0,-9,2,-1,1.2,3,i,1,1.8,21
COc1ccc(C(C(=O)NCC2CCCO2)N(C(=O)CNC(=O)c2cccs2)c2ccc(NC(C)=O)cc2)cc1OC (configuration not stated),3,-5,-6,3,nt,7,i,2,-1.4,19
CCOC(=O)c1cc2c(ccn2C)n1CC(=O)N1CCC(Cc2ccccc2)CC1,2,33,11,10,nt,11,1.5,-1,0.7,14
Cc1cc(C)n(-c2ccc(C(=O)Nc3nnc(C4CC4)s3)cc2)n1,2,-13,16,-6,-0.2,5,1.0,-1,5.4,1
Cc1cc(NC(=O)C2CCCCC2C(=O)O)ccc1NC(=O)c1ccccc1 (configuration not stated),2,-8,0,-1,-1.2,2,i,-7,3.3,22
Cc1cccc(C(=O)Nc2ccc(C(=O)N/N=C/c3cccc(C)n3)cc2)c1,1,nt,13,1,nt,0,i,5,-1.5,12
Cc1cccc(NC(=O)CNC(=O)c2cc(S(=O)(=O)N(C)C)ccc2N2CCCC2)c1C,5,nt,14,nt,-0.6,-13,i,nt,nt,nt
N#CCC(=O)Nc1ccc(C(=O)OCC(=O)NC(=O)Nc2ccc3c(c2)OCCO3)cc1,0,3,1,-121,-3.9,-3,-0.5,nt,2.1,nt
COc1ccc(S(=O)(=O)NNC(=O)Nc2ccc(F)cc2)cc1,4,2,-6,-5,0.9,4,-0.2,nt,-0.8,nt
CCOC(=O)N1CCC(Nc2c(NCCCOC)c(=O)c2=O)CC1,1,-3,3,9,1.3,-2,12,7,-0.7,-9
Cc1c(C#N)c(N=CN(C)C)c(C(=O)c2ccccc2)n1-c1ccccc1,0,-3,17,1,-0.9,4,0.9,6,0.2,-13
O=C(NCc1ccc(N2CCCC2=O)cc1)NC1CCCCC1,4,-10,-14,3,0.2,-1,-0.6,-2,-0.2,-8
S=C(NCCc1ccccc1)N1CCN(C(c2ccccc2)c2ccccc2)CC1,-1,0,12,-31,-0.6,-4,-0.6,2,-0.1,6
Nc1c(-c2ccccc2)c(CSc2nc3ccccc3[nH]2)nn1-c1cccc(Cl)c1,-3,1,7,-16,nt,9,i,-5,-2.2,9
Cc1ccc(OCC(=O)N2C(C)CCCC2C)c([N+](=O)[O-])n1 (configuration not stated),-2,0,3,1,0.6,11,1.7,nt,4.9,nt
O=C(COc1ccc2ccccc2c1)N1CCNCC1,1,-1,13,-6,-1.2,1,-0.1,-3,0.0,24
CCCc1cc2c(cc1NC(=O)c1ccc(C)cc1)OCO2,0,-19,-2,-3,nt,5,i,2,-1.3,26
Cc1nnc(NC(=O)Cn2cnc3c2c(=O)n(C)c(=O)n3C)s1,-4,3,4,12,-1.5,7,-7.9,0,1.1,-9
CCc1ccc(NC(=O)C(=O)NNC(=O)c2ccc(OC)cc2)cc1,3,-12,6,5,-1.0,-5,i,7,-3.2,21
COc1ccc(S(=O)(=O)NCCc2ccccc2)cc1OC,4,-9,12,1,1.1,-26,-0.8,-4,0.7,-3
CCOC(=O)c1sc(SC)c2c1CCC/C2=N/OC,-2,nt,2,-10,-2.0,-9,0.6,-3,1.4,4
Cc1ccc(-c2nnc(SCC(=O)NC3CCS(=O)(=O)C3)nc2-c2ccc(C)cc2)cc1 (configuration not stated),3,-4,5,-2,nt,-2,-7.9,-5,0.2,5
CCOC(=O)c1sc(N2C(=O)C(O)=C(C(=O)c3ccco3)C2c2ccc([N+](=O)[O-])cc2)nc1C (configuration not stated),-1,-4,8,-16,1.3,3,-0.1,-3,1.1,14
O=C(NC(=S)NCC1CCCO1)C(c1ccccc1)c1ccccc1 (configuration not stated),2,-9&-2,17,-3,nt,7,i,-1,-2.2,4
CCOc1ccc(-c2nnc(-c3cccs3)o2)cc1,75*,1,8,-3,0.3,-7,i,3,-1.3,16
CCOc1ccc(-c2nc(N)ncc2-c2ccc(Cl)cc2)c(O)c1,0,-13,13,-9,0.1,6,-0.5,5,-1.3,7

# More compounds.
SMILES,Mtb FBA inh,PriA SSB inh,GDH-TPI counter,Rv3671c protease,BioA inh,MazEF act,Vc quorum ag,SARS 3CLpro inh,UGM FP inh,VHR inh abs
COc1cc(C)ccc1OCCOCCOc1ccc([N+](=O)[O-])cc1,-1,-14,13,-1,nt,-2,-0.2,2,0.8,-1
CCOC(=O)C1(C)CCCN(C(=O)c2snnc2C)C1 (configuration not stated),-3,nt,6,nt,-0.7,nt,i,nt,nt,nt
CCC(NC(=O)NNC(=O)c1ccncc1)(C(F)(F)F)C(F)(F)F,1,-8,-2,-2,-0.7,-1,0.2,1,4.0,-6
O=Cc1cccn1-c1cccc([N+](=O)[O-])c1,2,-3,2,-8,-1.9,5,-2.1,4,0.8,25
C[C@H](NC(=O)c1ncn(C)c1C(=O)N[C@@H](C)c1ccccc1)c1ccccc1,-2,-2,3,-8,-0.6,1,i,nt,-1.0,nt
CCC(=O)Nc1cccc(-n2nnnc2SCC(=O)N2CCCCC2)c1,6,7,2,-4,nt,-13,-0.2,-3,-0.6,26
O=C(CN1CCCCCC1)Nc1cccc(NC(=O)CN2CCCCCC2)c1,1,-8,10,3,-1.3,7,-0.9,-3,-2.4,34
O=C(Cc1cccc(NC(=O)C2CCN(C(=O)c3ccccc3)CC2)c1)Nc1cccc(C(=O)N2CCCCC2)c1,-3,-9,-4,nt,1.1,2,i,nt,nt,nt
O=c1ccc2cc(O[C@@H]3O[C@@H](CO)[C@H](O)[C@@H](O)[C@@H]3O)c(O)cc2o1,+,7,6,7,-1.6,0,0.1,0,-1.9,-7
CN(C(=O)c1ccc(OC2CCN(CCc3ccccc3)CC2)cc1)C1CCCCC1,-3,-3,-2,7,nt,0,i,3,-1.0,13
Cc1cc(Nc2ccccc2)c2c([N+](=O)[O-])ccc(C)c2n1,-5,60*,7,-6,0.3,6,-1.7,0,2.1,21

# Screens as filed in PubChem.
